Mito fusion yeast: inhibitors of mitochondrial division or activators of mitochondrial fusion | S. cerevisiae fusion-defective mutant growth rescue, CellTiterGlo 48 h | Potency, µM (series often up to 46.1 µM), for inactives: top-dose growth rescue (activation), hits mostly activators | 0.23% of 320,000 active;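 further: potency means the concentration at half of the fitted maximal effect; % of control where 0% means no effect; nearly all actives have a fitted effect of over 45% in size; temperature-sensitive fusion mutants such as fzo1-1 at 37 °C on non-fermentable ethanol glycerol medium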
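Read-out: ATP-based luminescence (CellTiterGlo, 10 min ambient) reporting growth of fusion-defective ts yeast after 48 hours at 37C on glycerol/ethanol YPEG medium in the presence of compound.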
TSHR antagonist: blocks TSH signaling through the human TSH receptor; P16473; TSHR-expressing cells, TSH-stimulated cAMP HTRF, 2 h; hits give low values; activity change, negative = inhibition, % at 11.5 µM; 0.2% of 330,000 active;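 active means activity change below a set negative limit, meaning inhibition stronger than a set level, cut at about -70% in these data; inconclusive means activity change between two set negative limits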; further: on the % scale 0 is the no-effect control and ±100 the full control effect
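Antagonism was scored as loss of TSH-driven cAMP in TSHR cells, stimulated with 4nM TSH (EC80) for 2 hours at 37 deg C and detected by homogeneous HTRF competition immunoassay.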
Eya2 phos inh: Eya2 (human) phosphatase inhibition. AID 488837. Potency, µM (series often up to 76.9 µM), without a hit: top-dose activity, negative = inhibition, actives largely listed as inhibitors. recombinant Eya2, OMFP fluorescence dephosphorylation (OMFP is methylfluorescein phosphate). O00167. 0.006% of 330,000 active; further: potency means the concentration at half of the fitted maximal effect; on the % scale 0 is the no-effect control and ±100 the full control effect
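Eya2 protein (added as 0.2 uM solution) was preincubated with compound for 10 min at ambient temperature in 50 mM HEPES pH 7.5, 50 mM NaCl, 5 uM MgCl2, 0.05% BSA, 1 mM DTT. OMFP (added at 50 uM) then reacted 10 min; fluorescence read at 485/525 nm.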
KCNH2 3.1 block: blocks the human KCNH2 3.1 channel isoform; 0.95% of 340,000 active; AID 720553; U2OS KCNH2 3.1, thallium flux FluxOr; hits give low values; activity change, % (tested at about 1.8 µM);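 active means maximum activity change below -70%; inconclusive means maximum activity change from -70% to -50%; inactive means maximum activity change above -50%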;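 further: thallium influx rate constant from kinetic fluorescence after stimulation buffer; on the % scale 0 is the no-effect control and ±100 the full control effect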
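U2OS cells transduced with KCNH2 3.1 mutant virus (1.77 x 10^8 /mL, 4 h), plated overnight at 37 C, loaded 45 min with FluxOr dye plus Red40 quencher. Thallium flux rate constant from kinetic reads after stimulation buffer, normalised to controls.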
TRPV1 ag: agonists of human vanilloid receptor 1 (TRPV1); Q8NER1; TRPV1-expressing cells, Fluo-8 calcium influx, agonist mode; activation, % at 8.33 µM; 0.19% of 320,000 active; in the data active means activation above about 80%; inconclusive means between about 30% and that limit; further: 0% is about no effect
Target sequence (Q8NER1 whole entry, looked up): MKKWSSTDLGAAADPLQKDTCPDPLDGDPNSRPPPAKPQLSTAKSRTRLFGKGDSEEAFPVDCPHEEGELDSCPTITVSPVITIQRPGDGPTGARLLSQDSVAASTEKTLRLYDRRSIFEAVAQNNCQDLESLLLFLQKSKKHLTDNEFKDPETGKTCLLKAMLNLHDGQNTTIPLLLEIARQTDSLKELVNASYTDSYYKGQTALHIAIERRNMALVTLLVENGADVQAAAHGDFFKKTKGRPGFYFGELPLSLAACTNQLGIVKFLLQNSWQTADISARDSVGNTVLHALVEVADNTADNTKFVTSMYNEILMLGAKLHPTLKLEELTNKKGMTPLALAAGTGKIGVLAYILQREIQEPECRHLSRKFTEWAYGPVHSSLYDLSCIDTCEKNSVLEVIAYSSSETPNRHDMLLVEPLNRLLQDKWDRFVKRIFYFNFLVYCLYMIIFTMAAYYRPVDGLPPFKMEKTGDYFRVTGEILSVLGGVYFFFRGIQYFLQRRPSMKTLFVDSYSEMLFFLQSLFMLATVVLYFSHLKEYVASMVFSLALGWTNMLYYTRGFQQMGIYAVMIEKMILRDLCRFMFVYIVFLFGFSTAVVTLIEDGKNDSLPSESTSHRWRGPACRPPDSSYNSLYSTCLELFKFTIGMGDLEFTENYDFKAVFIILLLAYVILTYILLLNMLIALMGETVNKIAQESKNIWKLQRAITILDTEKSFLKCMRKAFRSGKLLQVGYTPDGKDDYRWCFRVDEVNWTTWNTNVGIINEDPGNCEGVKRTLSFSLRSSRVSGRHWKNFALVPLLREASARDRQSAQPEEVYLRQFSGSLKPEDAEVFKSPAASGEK
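Cells expressing TRPV1 were dye-loaded with Fluo-8 and read kinetically: 10 s baseline, 3 min after compound (agonist portion), then 2 min after EC20 capsaicin (allosteric enhancer portion). Calcium-bound dye fluorescence at 480/520 nm.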
ELG1 repair inh: ELG1-dependent DNA repair inhibition | HEK293T ELG1-luciferase reporter, luminescence, 16 h; DNA damage induced by 5-fluorouridine | Potency, µM (series often up to 46.1 µM), for the others: top-dose activity change, negative = inhibition, hits mostly inhibitors | 2.3% of 330,000 active | AID 504467; further: potency means the concentration at half of the fitted maximal effect; on the % scale 0 is the no-effect control and ±100 the full control effect; nearly all actives have a fitted effect of over 55% in size
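HEK293T cells expressing luciferase-tagged ELG1 (2,000/well) received 5-Fluorouridine plus compound or DMSO for 16 hr at 37 °C. Luciferase was read by ONE-Glo luminescence after 30 min at room temperature.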
USP2a block: inhibitors of human ubiquitin-specific protease USP2a. O75604. USP2 core, Ub-CHOP2 coupled fluorogenic reporter, 485/531. Potency, µM (series often up to 38.3 µM), for the others: top-dose activity change, negative = inhibition, most hits filed as inhibitors. 0.01% of 330,000 active;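 further: potency means the concentration at half of the fitted maximal effect; plate controls were DMSO wells for no effect and full inhibition by NEM control for full effect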
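USP2 core (10nM final) preincubated 30min RT with compound in 20mM Tris-HCl pH 8.0, 2mM CaCl2, 2mM beta-mercaptoethanol, 0.05% CHAPS; 25nM Ub-CHOP2 plus 25nM reporter substrate added, fluorescence (Ex485/Em531) read after 60min.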
hERG WT inh: blocks the wildtype human KCNH2 potassium channel; U2OS, BacMam KCNH2, thallium flux FluxOr; hits give low values; activity change, % at 1.84 µM; 0.37% of 340,000 active; AID 720551;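 active means maximum activity change below -70%; inconclusive means maximum activity change between -70% and -50%; inactive means maximum activity change above -50%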; further: on the % scale 0 is the no-effect control and ±100 the full control effect
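U2OS cells were transduced with wild-type KCNH2 virus (2.03 x 10^8 / mL) for 4 h at room temperature, then cultured overnight at 37 C. Thallium flux was read with FluxOr dye. Rate constants were normalized to DMSO controls.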
TCR activator: activates T cell receptor signaling. primary human leukocytes, anti-CD3, IL-2 HTRF, 48 h. Potency, µM (top dose mostly 9.22 µM), for the others: top-dose activation of IL-2 secretion, usual class: activators. 330,000 tested, under 10 active. AID 504894; further: % of control where 0% means no effect
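IL-2 release read by HTRF sandwich (Eu cryptate donor, d2 acceptor, 665 nm emission) after 48 hr exposure of primary human leukocytes to compound together with anti-CD3 beads in the absence of co-stimulatory signals.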
A-T KAP1 phos: potential ataxia-telangiectasia treatments restoring KAP-1 phosphorylation; AID 485349; 0.19% of 320,000 active; […] A-T fibroblasts, KAP-1 phosphorylation AlphaLISA; neocarzinostatin DNA damage 30 min before lysis; Potency, µM (titrated, usually from 57.5 µM), for inactives: at the top dose activation, usual class: activators; further: potency means the concentration at half of the fitted maximal effect; % of control where 0% means no effect; nearly all actives have a fitted effect of over 45% in size
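hTERT-immortalized A-T patient fibroblasts ([…]), 500 cells/well in OPTI-MEM, 1% FBS, got compounds for 60 min, then NCS for 30 min at 37C. Lysates were then assayed for phospho-KAP-1 by AlphaLISA (anti-pKAP1 donor, anti-KAP1 acceptor beads), 6 hr at 25C.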
An asterisk follows results filed as active; ? = inconclusive; . = no result given; [ ] = remark or other dose. Unless noted, the call rests on the fitted dose curve; in most records, active means well fitted curve in the direction sought with a large enough effect; inconclusive means small, poorly fitted or top-dose-only effect, or another doubt; inactive means no such curve, though single readings can be large; an effect the other way counts as inactive or inconclusive.

Below each SMILES – Mito fusion yeast	TSHR antagonist	Eya2 phos inh	KCNH2 3.1 block	TRPV1 ag	ELG1 repair inh	USP2a block	hERG WT inh	TCR activator	A-T KAP1 phos
COc1ccccc1NS(=O)(=O)c1ccc2oc(SCC(C)=O)nc2c1
→ 10%	-12	2%	-9	9	-20%	2%	21	-33%	-2%
CCOC(=O)CC/C(=N\NC(N)=O)c1ccc(OC)c(Cl)c1
→ -1%	7	11%	-9	3	29%	4%	-18	8%	-8%
Cc1ccc(NC(=O)C2CCN(S(C)(=O)=O)CC2)cc1C
→ 4%	-3	-2%	11	23	6%	3%	-7	-2%	5%
CC(=O)c1cccc(NC(=O)c2csc3c2CCCCC3)c1
→ 0%	-15	2%	-1	?	-16%	-1%	0	-10%	-2%
O=C(CSc1nc(=O)[nH]c2c1CCCC2)Nc1cc(C(F)(F)F)cc(C(F)(F)F)c1
→ -12%	4	-4%	1	4	1%	3%	-2	3%	9%
Cc1ccc2nc(SCC(=O)NCCCN3CCCC3=O)[nH]c2c1
→ -2%	-1	-14%	-4	2	?	3%	-1	4%	-2%
Cc1cc(C(F)F)n2nc(C(=O)Nc3cccc(C(F)(F)F)c3)nc2n1
→ 8%	8	-6%	17	2	-8%	-1%	1	-5%	-3%
CCOc1ccc(OCCSc2nnnn2-c2ccccc2)cc1
→ 2%	-15	-28%	-2	3	-9%	0%	-5	0%	3%
COc1cc(NC(=O)CSc2nnc(Cn3nnc4ccccc43)n2C)cc(OC)c1
→ -1%	-3	2%	10	-4	3%	1%	4	6%[46.1 µM]	2%
Cc1ccc(C)c(S(=O)(=O)N/N=C/c2ccc(N3CCOCC3)cc2)c1
→ -1%	-6	-4%	-1	2	0%	0%	1	-3%	14%
O=C(NNC(=O)C1CC(c2cccnc2)=NO1)Nc1cccc(F)c1 (stereo not drawn)
→ -1%	13	-4%	-25	2	13%	-1%	0	7%	3%
COc1cccc(C(=O)NC2CC(C)(C)Cc3c2cnn3-c2cccc(F)c2)c1OC (stereo not drawn)
→ -2%	-6	-11%	.	16	?	0%	6	1%	0%
CC(C)c1ccc(NC(=O)NC2(C(=O)NCc3cccnc3)CCCCC2)cc1
→ -10%	-7	?	2	1	-5%	0%	-7	-1%	-10%
COc1ccc(C(CNC(=O)C2CC(=O)N(Cc3ccccc3)C2)N2CCOCC2)cc1 (stereo not drawn)
→ 0%	2	-4%	8	0	15%	1%	-8	4%	-2%
O=c1[nH]c(Cc2cccc(C(F)(F)F)c2)nc2ccccc12
→ -11%	-2	-10%	-4	1	11%	2%	-7	1%	-8%
COc1ccc(OCCSCc2nnc(NC(=O)Nc3ccc(Cl)cc3)s2)cc1
→ -1%	3	-8%	2	1	-16%	3%	2	-4%[46.1 µM]	4%
CCOC(=O)CC(NC(=O)C(CC)c1ccccc1)c1ccccc1Cl (stereo not drawn)
→ 14%	14	1%	-1	7	-16%	1%	2	4%	11%
COc1ccc(OC)c(N2C(N)=C(C#N)C(c3ccc(OC)c(O)c3)C3=C2CC(C)(C)CC3=O)c1 (stereo not drawn)
→ 4%	-4	5%	-8	0	12%	-3%	3	5%	-4%
Cc1ccc(NC2(C#N)C(=O)Nc3ccccc32)cc1C (stereo not drawn)
→ 3%	0	-7%	10	0	8%	2%	2	-4%	1%
CC1=C(C/C=C(\C)CCCC(C)CCCC(C)CCCC(C)C)C(=O)c2ccccc2C1=O (stereo not drawn)
→ -4%	1	5%	0	-1	-2%	1%	-5	-5%	-3%
CCOC(=O)C1=C(O)/C(=C/c2cn(CC(=O)N3CCCC3)c3ccccc23)SC1=Nc1ccccc1
→ -1%	5	3%	-13	4	4.1µM*	-5%	-102*	0%[46.1 µM]	-3%
Cc1cnn(-c2cc(N/N=C/c3ccccc3F)ncn2)c1
→ 5%	13	-3%	3	-4	?	4%	-6	0%	8%
Cc1cccc(N2C(=O)N3[C@H](c4ccc(F)cc4)[C@@H]4C(=O)N(C5CCCCC5)C(=O)[C@@H]4[C@]3(Cc3ccc(Cl)cc3)C2=O)c1
→ 4%	-4	-5%	-6	0	1%	1%	-5	6%	-1%
O=C(CN1CCN(S(=O)(=O)c2cccc(F)c2)CC1)NCC1(N2CCOCC2)CCCCC1
→ 0%	-12	-4%	1	12	0%	4%	2	2%	-6%
CCOc1cc2[nH]c(=O)n(CCCCC(=O)NC3CCCCCC3)c(=O)c2cc1OCC
→ 2%	-6	2%	-4	-1	12%	1%	7	4%	0%
CC(=O)c1ccc(S(=O)(=O)NCCc2csc(-c3cccnc3)n2)cc1
→ -1%	7	3%	10	0	-4%	0%	4	-1%	1%
Oc1ccc(Br)cc1/C=N/Nc1nc(N2CCCCC2)nc(N2CCOCC2)n1
→ 13%	9	3%	-3	26	?	3%	3	-7%	2%
Cc1cc(C(=O)OCC(=O)N2c3ccccc3CC2C)c(C)o1 (stereo not drawn)
→ 12%	-3	-26%	-6	13	?	1%	4	2%	2%
CCN(CC)C(=O)C(C)OC(=O)c1ccc(O)cc1 (stereo not drawn)
→ 5%	26	2%	-2	-1	?	1%	8	13%	5%
CCN(CCn1cccn1)C(=O)c1cc(COc2ccc(F)cc2Cl)on1
→ 3%	-6	7%	-4	3	0%	2%	-9	6%	4%
NS(=O)(=O)c1ccc(N=Cc2ccc(Br)s2)cc1
→ -4%	1	-3%	0	1	4%	3%	-1	-2%[46.1 µM]	-3%
CCN(CC)c1ccc(/C=N/NC(=O)OC(C)(C)C)cc1
→ -6%	-10	-3%	13	10	?	7%	7	-6%	-6%
Cc1ccc(N(Cc2cc(=O)[nH]c3ccccc23)C(=O)C(C)C)cc1
→ 0%	4	-2%	34	-2	?	0%	-5	-2%	5%
COc1ccc(OC)c(NC(=O)c2cccc(NC(=O)c3ccccc3C(=O)O)c2)c1
→ 7%	-5	11%	13	8	-1%	5%	11	-2%	-14%
CCN(CC(=O)Nc1c(F)cccc1F)C(=O)CNC(=O)c1ccc(Br)o1
→ 0%	4	18%	11	-10	?	2%	16	-2%	-2%
COCCNC(=O)c1nc2c(nnn2Cc2cc(C)ccc2C)c(=O)[nH]1
→ 1%	-8	-2%	-9	2	6%	0%	13	-1%[46.1 µM]	.
O=C(OCc1nnc(-c2ccccc2)o1)C12CC3CC(CC(Br)(C3)C1)C2
→ 1%	-20	-11%	8	?	?	-13%	-5	-22%	20%
O=C(O)c1occc1CSc1ccccc1
→ -2%	8	-2%	16	-2	-8%	2%	-1	4%	1%
O=C(NNC(=O)c1cc([N+](=O)[O-])ccc1Cl)c1cccs1
→ -2%	4	5%	2	-5	7%	1%	-5	-3%[46.1 µM]	-8%
COc1cccc(CNC(=O)CCNC(=O)c2ccc(Br)o2)c1
→ 4%	-11	11%	15	-4	0%	-2%	-2	-3%	4%
N#Cc1ccc(C(=O)NC2CCCc3ccccc32)cc1 (stereo not drawn)
→ 3%	0	0%	-3	29	-6%	3%	-3	0%	-6%
Cc1ccc(CNC(=O)CS(=O)(=O)Cc2nc(-c3ccc(C)cc3)oc2C)cc1
→ -14%	-8	-3%	-4	9	-13%	0%	4	12%	-1%
c1cncc(-c2nc(NCc3cccs3)c3ccccc3n2)c1
→ 12%	-3	6%	3	12	?	-1%	4	-4%	19%
O=C(COc1ccc(/C=N/NS(=O)(=O)c2ccccc2)cc1)N1CCOCC1
→ -4%	2	?	10	-4	?	-5%	3	-4%	11%
O=C(Nc1ccc(Cl)cc1)[C@@H]1[C@@H]2C(=O)N(c3ccc(Cl)cc3)C(=O)[C@@H]2[C@H]2C=CC=NN21
→ 1%	8	-3%	-114*	0	-6%	-1%	8	-19%	2%

Compound activity as filed in PubChem.

The list is partial. The share of hits here may be higher or lower than overall.
